Source: PubChem BioAssay (several laboratories)
M17LAP inhibition – P. falciparum M17LAP inhibitors, primary screen, biochemical, fluorogenic H-Leu-NHMec substrate, 1536-well (AID 1619). recombinant M17LAP, H-Leu-NHMec fluorogenic kinetic assay; higher % means a stronger effect. 220,000 tested, 0.38% active. inhibition, % at 30 µM, or IC50 in µM where a hit was titrated;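 active = compound inhibiting the enzyme by more than half at any dose during confirmatory dose-response retesting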;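 also: plate controls were full reaction with DMSO carrier for no effect and no enzyme background for full effect; strong numbers were not always called active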
NOD1 inhibition – NOD1 signaling inhibitors, primary screen, cell-based, luminescence, uHTS (AID 1578); NOD1-driven NF-kB luciferase reporter cells, luminescence; higher % means a stronger effect; one-dose inhibition, % at 4 µM; EC50 in µM for titrated hits; 290,000 tested, 1% active; in the data active = inhibition mostly above about 36%, no sharp cut-off; inactive = mostly below about 34%;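 also: HEK-293T reporter cells stimulated with the NOD1 agonist gamma-tri-DAP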
NOD2 inhibition – inhibition of NOD2-driven NF-kB reporter – cell-based, luminescence, uHTS, HEK293 (AID 1566); HEK293 NOD2/NF-kB luciferase reporter, luminescence; higher % means a stronger effect; one-dose inhibition, % at 4 µM; EC50 in µM for titrated hits; 290,000 tested, 0.63% active; in the data active = inhibition above about 50%; also: many of its hits are not listed in these tables
Yfh1-depleted yeast – enhancers of respiration in Yfh1-depleted yeast, dose response, Friedreich's ataxia, plus single-dose screen (AID 1465); S. cerevisiae Yfh1-off respiration, WST-1 reduction, 72 h; higher fold induction means a stronger effect; one-dose fold induction at 50 µM; EC50 in µM for titrated hits; 220,000 tested, 0.074% active;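 active = fold induction of absorbance versus untreated yeast above a set limit, then at least 30% activation at any dose in follow-up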;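 also: activators that raise dye reduction in frataxin-depleted yeast; strong numbers were not always called active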
b-catenin transl – alters nuclear translocation of beta-catenin in HeLa cells; immunofluorescence imaging; nuclear translocation activity, % at 5 µM; 190,000 tested, 0.3% active; AID 1665;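 active = nuclear translocation activity above 50% at 5 µM, with a well cell count of 50 or more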;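 also: per-cell ratio of nuclear to cytoplasmic median beta-catenin stain intensity; plate controls were DMSO negative control for no effect and GSK-3 inhibitor IX positive control for full effect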
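System: Human HeLa cells, endogenous beta-catenin | Compound dosing: 5 µM primary, 0.02–20 µM confirmation | Timing: 24 h compound exposure at 37°C, 5% CO2 | Measured by: Fluorescence imaging of beta-catenin antibody stain plus DAPI | Read-out basis: % activation of per-cell nuclear versus cytoplasmic median beta-catenin signal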
Ins promoter up – MIN6 insulin promoter up-regulation; MIN6 insulin promoter-GFP reporter, high-content imaging; stronger effect = higher value; z-score at 5 µM; 190,000 tested, 0.3% active; AID 1625;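 active = z-score above 3 at 5 µM with at least 500 cells counted in the well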
Autophagy HCS – alters autophagy in cells; calls only at 10 µM (by protocol); 190,000 tested, 0.98% active; MEF GFP-LC3 puncta imaging; test concentration mostly 10 µM;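 active = percentage of spot-positive cells more than 3 SD above its plate mean, without a fluorescence outlier flag or 80% toxicity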;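 also: spot-positive cell cutoff set from DMSO-treated cells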
Dynein transport – dynein cargo transport inhibition; 3617.4 mouse cells, GR-EGFP nuclear translocation imaging; test concentration mostly 20 µM; stimulated with dexamethasone, 1 µM; stronger effect = lower value; z-score, hits read low; 220,000 tested, 0.47% active; AID 1381;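 active = plate z-score of nuclear minus cytoplasmic receptor signal below a set negative limit, without overly bright fluorescence or cell loss, cut at about -3.5 in these data, passing the limit was not always enough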;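 also: z-score of nuclear minus cytoplasmic ring GR-EGFP intensity difference per well; some compounds called inactive have numbers as strong as hits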
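Schedule: 48 h induction, then 1 h compound, then 30 min agonist, 37 °C. Buffer or medium: tetracycline-free induction medium containing charcoal-stripped FBS. Reagent: 1.0 µM final dexamethasone stimulus. Evaluation: nuclear versus cytoplasmic GR-EGFP signal, averaged per well. Signal: high-content fluorescence imaging after fixation.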
MT stabilizer – stabilizes microtubules in HeLa cells; % tubulin-high responders, % at 10 µM; HeLa tubulin immunostaining HCS, 24 h; share of cells brighter than vehicle mean+2SD; 200,000 tested, 0.83% active;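 active = plate Z-score above 3 for both tubulin-high and condensed-nucleus cell shares, with cell loss under 80%, at 10 µM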;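 also: anti alpha tubulin signal scored within the nucleus-defined area of each cell; some results filed as inactive read as strong as hits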
Dynein transport cytoplasmic EGFP – recorded beside Dynein transport, whose call it bears; z-score; measured here: cytoplasmic GR-EGFP intensity; stronger effect = higher value
Dynein transport nuclear GR-EGFP – also measured in Dynein transport; calls as there; z-score; measured here: nuclear GR-EGFP intensity;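 lower value marks the stronger effect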
Dynein transport cell count – recorded beside Dynein transport, whose call it bears; z-score; measured here: cell count per field
Ins promoter up cell count – second read-out of Ins promoter up, no call of its own (marks repeat the call); cell count; measured here: cytotoxicity, nuclei count;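 total cells summed across four imaged fields per well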
b-catenin transl cell count 5 µM – also measured in b-catenin transl; calls as there; cell count; measured here: cell count, cytotoxicity flag
MT stabilizer Hoechst-high % – second read-out of MT stabilizer, no call of its own (marks repeat the call); % Hoechst-high responders; measured here: nuclear condensation Hoechst responders;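 share of cells brighter than vehicle mean plus two SD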
MT stabilizer cytotoxicity % – also measured in MT stabilizer; calls as there; toxicity, %; measured here: cytotoxicity by cell density;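 0% = mean cell density of plate MIN control wells and 100% = no cells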
Autophagy HCS cell loss 18 h – further read-out of Autophagy HCS, marked with its call; toxicity, %; measured here: cell loss, nuclei count;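 cell loss after 18 h compound exposure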
Starred values were filed as active, the others as inactive; i = inactive; . = no result given.

SMILES	M17LAP inhibition	NOD1 inhibition	NOD2 inhibition	Yfh1-depleted yeast	b-catenin transl	b-catenin transl cell count 5 µM	Ins promoter up	Ins promoter up cell count	Autophagy HCS	Autophagy HCS cell loss 18 h	Dynein transport	Dynein transport cytoplasmic EGFP	Dynein transport nuclear GR-EGFP	Dynein transport cell count	MT stabilizer	MT stabilizer Hoechst-high %	MT stabilizer cytotoxicity %
O=C(N/N=C/c1cc2ccccc2nc1Cl)c1ccncc1	3%	-26%	5%	i	-4.8	1156	.	.	i	-2	-0.69	0.39	-0.14	12	2.4	1.6	8.4
COc1ccc(S(=O)(=O)NN(C)c2nc(C(F)(F)F)nc3ccccc23)cc1	17%	-28%	6%	.	-1.8	1118	0.18	1233	i	1	0.34	-0.31	0.19	0.27	25*	18*	33*
Fc1ccc(CNC(=S)Nc2cccc(Cl)c2)cc1	-8%	23%	8%	i	0.0	478	0.5	1146	i	-7	1.4	-0.18	0.89	-1.4	2.5	3.0	11
COC(=O)Cn1cnc2c(C#N)c3n(c2c1=O)CCCC3	-12%	-3%	22%	i	-0.9	994	1.1	926	i	3	-0.9	0.00029	-0.48	0.58	2.1	1.7	9.7
Cc1ccc2nc(SCC(=O)Nc3c(C)n(C)n(-c4ccccc4)c3=O)[nH]c2c1	16%	-24%	-4%	i	-8.7	1185	.	.	i	19	-1.1	0.036	-0.36	0.22	3.6	3.2	14
COc1ccc(C(=O)CSc2nc3ccccc3n2CC(=O)NC(C)(C)C)cc1	6%	-6%	8%	i	-5.6	1191	-0.51	990	i	-2	1.3	0.11	1.3	-0.82	3.6	1.4	6.7
Cc1c(Cl)cccc1NC(=O)CCCN1C(=O)CCC1=O	1%	-9%	-4%	.	.	.	0.23	966	i	-2	2.7	-0.23	1.3	-1.3	3.1	2.8	4.5
COC(=O)CCSc1nccn1Cc1ccccc1	-11%	-16%	6%	i	0.3	1198	0.31	1258	i	1	-0.43	-0.24	-0.26	-0.29	3.0	1.6	4.4
O=C(NN=C1CCN(Cc2ccccc2)CC1)c1ccccc1O	-5%	-22%	-15%	i	-0.1	1175	1.3	1215	i	22	-1.2	-0.28	-0.48	0.45	2.4	2.1	8.3
COc1ccc(CN/C=C2\CCCCC2=O)cc1	15%	-31%	-4%	i	.	.	-0.24	1197	i	3	-1.7	-0.22	-0.63	0.68	7.8	11	98

Seven entries out of the list, sorted by count of non-hydrogen atoms, highest first:
SMILES	M17LAP inhibition	NOD1 inhibition	NOD2 inhibition	Yfh1-depleted yeast	b-catenin transl	b-catenin transl cell count 5 µM	Ins promoter up	Ins promoter up cell count	Autophagy HCS	Autophagy HCS cell loss 18 h	Dynein transport	Dynein transport cytoplasmic EGFP	Dynein transport nuclear GR-EGFP	Dynein transport cell count	MT stabilizer	MT stabilizer Hoechst-high %	MT stabilizer cytotoxicity %
COc1ccc(C(=O)CSc2nc3ccccc3n2CC(=O)NC(C)(C)C)cc1	6%	-6%	8%	i	-5.6	1191	-0.51	990	i	-2	1.3	0.11	1.3	-0.82	3.6	1.4	6.7
COc1ccc(S(=O)(=O)NN(C)c2nc(C(F)(F)F)nc3ccccc23)cc1	17%	-28%	6%	.	-1.8	1118	0.18	1233	i	1	0.34	-0.31	0.19	0.27	25*	18*	33*
O=C(NN=C1CCN(Cc2ccccc2)CC1)c1ccccc1O	-5%	-22%	-15%	i	-0.1	1175	1.3	1215	i	22	-1.2	-0.28	-0.48	0.45	2.4	2.1	8.3
O=C(N/N=C/c1cc2ccccc2nc1Cl)c1ccncc1	3%	-26%	5%	i	-4.8	1156	.	.	i	-2	-0.69	0.39	-0.14	12	2.4	1.6	8.4
Cc1c(Cl)cccc1NC(=O)CCCN1C(=O)CCC1=O	1%	-9%	-4%	.	.	.	0.23	966	i	-2	2.7	-0.23	1.3	-1.3	3.1	2.8	4.5
Fc1ccc(CNC(=S)Nc2cccc(Cl)c2)cc1	-8%	23%	8%	i	0.0	478	0.5	1146	i	-7	1.4	-0.18	0.89	-1.4	2.5	3.0	11
COc1ccc(CN/C=C2\CCCCC2=O)cc1	15%	-31%	-4%	i	.	.	-0.24	1197	i	3	-1.7	-0.22	-0.63	0.68	7.8	11	98

Following part.
SMILES	M17LAP inhibition	NOD1 inhibition	NOD2 inhibition	Yfh1-depleted yeast	b-catenin transl	b-catenin transl cell count 5 µM	Ins promoter up	Ins promoter up cell count	Autophagy HCS	Autophagy HCS cell loss 18 h	Dynein transport	Dynein transport cytoplasmic EGFP	Dynein transport nuclear GR-EGFP	Dynein transport cell count	MT stabilizer	MT stabilizer Hoechst-high %	MT stabilizer cytotoxicity %
Cc1nc(-c2cccc(NS(=O)(=O)c3ccccc3)c2)cs1	1%	18%	9%	i	0.7	1047	.	.	i	-13	4.1	-0.25	2.9	-1.8	2.7	1.3	8.7
O=C(Nc1cccc(Cl)c1)OCc1cn(-c2ccccc2)nn1	0%	-10%	-1%	i	-0.1	1125	-0.86	1242	i	0	0.71	-0.19	0.009	0.27	4.3	2.7	3.1
O=C(CSc1ccc(-c2ccncc2)nn1)c1ccc(Cl)cc1	0%	-20%	0%	i	0.9	1105	-0.36	1219	i	-15	0.3	-0.24	0.31	-0.32	5.2	1.7	8.3
O=C(c1ccc2nc(N3CCOCC3)sc2c1)N1CCC(Cc2ccccc2)CC1	6%	36%	32%	i	.	.	1.4	933	i	2	-0.93	-0.25	-0.43	0.46	3.8	3.3	0.9
CCOC(=O)/C(C(=O)Nc1ccccc1Br)=C1/NC(C)(C)Cc2ccccc21	14%	-10%	5%	i	0.8	898	-0.17	2060	i	18	-0.51	-0.24	0.66	0.31	4.4	2.9	1.5
COc1ccnc(Oc2ccc(C)cc2C)c1C#N	-9%	-69%	-28%	i	0.0	1383	-0.26	1458	i	-1	0.16	-0.2	-0.17	0.2	2.5	1.4	6.3
CCOc1cc(/C=C2\SC(=N)N(c3nonc3N)C2=O)ccc1OCC(N)=O	7%	-13%	-1%	i	3.6	994	0.68	1351	i	15	-0.52	-0.2	-0.28	1	2.4	1.7	1.0
O=C(O)c1nccnc1C(=O)N1CCN(c2ccccc2)CC1	23%	-33%	-4%	i	-1.3	976	-0.2	1334	i	-5	-0.34	-0.31	-0.094	0.051	2.1	3.9	6.3
CCOC(=O)C1=NN(c2cccc(C)c2)C2(S1)SC(C(C)=O)=C(C)N2c1ccccc1 (stereo not given)	4%	12%	9%	i	.	.	0.27	950	i	-3	-0.24	0.018	0.1	0.71	1.2	1.4	7.0
CC(C)[C@H](NC(=O)Nc1cccc(C(F)(F)F)c1)C(=O)O	40%	5%	2%	i	-1.5	980	0.15	1141	i	0	0.37	-0.21	0.56	-0.63	4.7	2.8	9.2
Cc1ccc(C(=O)NC2CCS(=O)(=O)C2)cc1S(=O)(=O)N1CCOCC1 (stereo not given)	4%	.	-5%	i	-1.4	1079	0.29	1272	i	1	-0.47	-0.26	0.027	0.15	3.0	1.7	59
CCCCNc1ccc(C(CC(N)=O)NC(=O)Cc2ccc(Br)cc2)cc1[N+](=O)[O-] (stereo not given)	2%	-9%	-36%	i	-0.1	1371	0.21	1066	.	.	-0.68	-0.68	-0.36	0.72	.	.	.
COC(=O)C1=C(C)N(c2ccc(OC)c(OC)c2)C(=O)/C1=C\c1ccco1	2%	-24%	4%	i	-3.2	1115	-0.24	1475	i	-7	-0.57	-0.22	-0.22	0.29	1.6	2.0	6.2
Cc1ccc(-c2cc(C(F)F)nc(NCc3cccs3)n2)cc1	-19%	4%	16%	i	0.6	1017	-0.89	1290	i	-10	-0.56	-0.26	0.28	0.33	3.0	2.1	7.4
CCCn1nnnc1SCC(=O)c1ccc2c(c1)OCCO2	11%	-16%	3%	i	-1.0	1067	-0.71	1231	i	0	-0.14	-0.22	0.43	1.1	4.3	1.4	0.7
COc1cc2cc(CN(Cc3ccc4c(c3)OCO4)C(=O)c3ccco3)c(=O)[nH]c2cc1OC	.	.	.	i	.	.	.	.	i	2	0.13	-0.15	-0.09	-0.76	3.4	1.5	5.8
CCOc1ccc(NC(=O)Nc2ccc3c(c2)N(C)C(=O)CS3)cc1	13%	.	.	i	-3.7	1043	0.72	1617	i	-13	0.62	-0.2	0.58	0.22	4.6	1.2	3.2

2 of the compounds above, with values under each structure.
Sequence of screens – M17LAP inhibition	NOD1 inhibition	NOD2 inhibition	Yfh1-depleted yeast	b-catenin transl	b-catenin transl cell count 5 µM	Ins promoter up	Ins promoter up cell count	Autophagy HCS	Autophagy HCS cell loss 18 h	Dynein transport	Dynein transport cytoplasmic EGFP	Dynein transport nuclear GR-EGFP	Dynein transport cell count	MT stabilizer	MT stabilizer Hoechst-high %	MT stabilizer cytotoxicity %
CCOC(=O)C1=NN(c2cccc(C)c2)C2(S1)SC(C(C)=O)=C(C)N2c1ccccc1 (stereo not given)
→ 4%	12%	9%	i	.	.	0.27	950	i	-3	-0.24	0.018	0.1	0.71	1.2	1.4	7.0
O=C(NN=C1CCN(Cc2ccccc2)CC1)c1ccccc1O
→ -5%	-22%	-15%	i	-0.1	1175	1.3	1215	i	22	-1.2	-0.28	-0.48	0.45	2.4	2.1	8.3

This is a subset; count on the stated rates, not on these rows.
